Screening data deposited in PubChem by National Center for Advancing Translational Sciences (NCATS).
EPAC1 agonist: agonists of human EPAC1. O95398. EPAC1 agonist qHTS, biochemical assay; response scale: 100% = response to 6.5 mM cAMP. Potency, µM (series often up to 154 µM), inactives show top-dose activation, actives largely listed as activators. hit rate 0.073% among 360,000. AID 720707; also: potency is read from the fitted curve at half-maximal effect; nearly all actives have a fitted effect of over 60% in size
Target sequence (O95398 whole entry, looked up): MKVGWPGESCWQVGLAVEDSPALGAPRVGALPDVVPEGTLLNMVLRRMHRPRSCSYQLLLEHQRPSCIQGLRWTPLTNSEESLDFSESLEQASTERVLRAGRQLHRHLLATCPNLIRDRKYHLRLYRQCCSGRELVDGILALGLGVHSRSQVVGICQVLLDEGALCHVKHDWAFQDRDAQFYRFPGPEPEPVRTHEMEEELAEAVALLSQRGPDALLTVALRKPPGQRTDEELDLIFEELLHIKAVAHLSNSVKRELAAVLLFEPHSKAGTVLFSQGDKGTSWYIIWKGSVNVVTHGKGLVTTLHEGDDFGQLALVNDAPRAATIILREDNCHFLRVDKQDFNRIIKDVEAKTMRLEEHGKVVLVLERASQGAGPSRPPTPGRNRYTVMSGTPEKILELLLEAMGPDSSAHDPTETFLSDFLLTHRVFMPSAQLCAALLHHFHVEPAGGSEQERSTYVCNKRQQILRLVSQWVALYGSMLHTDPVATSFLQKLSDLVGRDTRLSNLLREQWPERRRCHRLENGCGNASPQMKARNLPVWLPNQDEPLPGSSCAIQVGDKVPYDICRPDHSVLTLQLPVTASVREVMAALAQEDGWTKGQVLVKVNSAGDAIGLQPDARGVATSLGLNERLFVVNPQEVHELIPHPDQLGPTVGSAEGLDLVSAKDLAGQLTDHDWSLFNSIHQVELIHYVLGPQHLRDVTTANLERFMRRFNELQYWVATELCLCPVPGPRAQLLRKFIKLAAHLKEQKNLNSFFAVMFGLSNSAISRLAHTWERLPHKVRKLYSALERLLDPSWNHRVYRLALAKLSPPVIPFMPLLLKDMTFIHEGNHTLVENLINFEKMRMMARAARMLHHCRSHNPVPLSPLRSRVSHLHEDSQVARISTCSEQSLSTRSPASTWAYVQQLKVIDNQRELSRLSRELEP
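Nucleotide exchange assay: 100 nM EPAC1 with 250 nM Rap1B loaded with BODIPY-GDP and 50 uM GDP, room temperature. Fluorescence (480/540 nm) read every 5 min for 30 min; signal change normalized to 6.5 mM cAMP as full agonist.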
IL-2 act: IL-2 activation. IL-2 activation reporter assay, cell-based qHTS; stimulated with anti-CD3/CD4/CD28 beads; in transgenic mouse T cells. hit rate 0.065% among 360,000. activation, % (series mostly up to about 46 µM); in the data active = activation above about 50%; inconclusive = mostly about 30% to 49%; also: 0% is about no effect
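Screening format: compound pinned onto unstimulated transgenic mouse T cells, 60 min incubation, then anti-CD3/anti-CD4/anti-CD28 bead stimulation for 18 hours at 37 degrees C, followed by EGFP and DsRed detection.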
FUS yeast rescue: suppressors of FUS proteinopathy in yeast; S. cerevisiae FUS-expressing, growth rescue, OD600, 24 h; Potency, µM (top dose mostly 76.6 µM), without a hit: top-dose growth rescue (activation), most hits filed as activators; hit rate 0.24% among 390,000;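 also: potency is read from the fitted curve at half-maximal effect; plate controls were DMSO vehicle for no effect and reference control for full effect; nearly all actives have a fitted effect of over 55% in size; some results filed as inactive show a strong effect at the top dose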
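Absorbance at 600 nm, taken 24hr after compound addition, measured rescue of FUS-yeast growth at 30C. Induction used 2% galactose with seeding at OD 0.005. Controls: CP55940 from 92uM final, DMSO only.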
WRN inhibitor: inhibitors of human WRN helicase; WRN helicase unwinding, fluorescent forked duplex, kinetic; Potency, µM (series often up to 114 µM), for inactives: at the top dose activity change, negative = inhibition, most hits filed as inhibitors; hit rate 0.46% among 360,000; AID 651768; also: potency is read from the fitted curve at half-maximal effect; % is scaled to controls: 0 for no effect and ±100 for the full control effect; nearly all actives have a fitted effect of over 55% in size
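Fluorescence dequenching readout, ex 525 nm/em 598 nm, kinetic mode: forked duplex DNA (100 nM final) with adjacent fluorophore and quencher unwound by WRN (20 nM final) with 2 mM ATP. Compound preincubation 15 min, room temperature.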
EPAC1 antagonist: EPAC1 (human) antagonism. O95398. EPAC1 GEF assay, Rap1b-BODIPY-GDP exchange fluorescence. Potency, µM (highest dose often 115 µM), for inactives: top-dose activity change, negative = inhibition, usual class: inhibitors. hit rate 0.14% among 360,000;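 also: potency is read from the fitted curve at half-maximal effect; plate controls were vehicle for no effect and positive control for full effect; nearly all actives have a fitted effect of over 50% in size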
PI5P4K alpha inh: PI5P4K alpha (human) kinase inhibition; P48426; PI5P4Kalpha enzyme, ADP-Glo luminescence, 60 min; stronger effect = lower value; max response, %; hit rate 1.2% among 330,000; active = max response of -50% or lower; inconclusive = between -30% and -50%; inactive = -30% or higher; also: value at the top dose of about 77 µM; % is scaled to controls: 0 for no effect and ±100 for the full control effect
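Quantitative HTS of the MLSMR library against PI5P4Kalpha with substrate. ATP added last at 5 microM final; room temperature, 60 minutes. Remaining ATP depleted, ADP converted and read as luminescence.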
PLK1 PBD block: inhibitors of human PLK1 polo-box domain binding | hit rate 2.8% among 360,000 | AID 720504 | Potency, µM, for inactives: max response, negative = inhibition, actives largely listed as inhibitors | P53350 | Plk1 PBD binding of FITC phosphopeptide, fluorescence polarization; also: potency is read from the fitted curve at half-maximal effect; series mostly up to about 57 µM; % is scaled to controls: 0 for no effect and ±100 for the full control effect; nearly all actives have a fitted effect of over 65% in size
Abeta rescue: A-beta toxicity reversal in yeast; AID 1347071; yeast expressing A-beta42, growth rescue, OD600, 48 h; response scale: 0% DMSO, 100% iron-clioquinol control; hit rate 0.063% among 410,000; Potency, µM (titrated, usually from 46.1 µM), for the others: at the top dose growth rescue, usual class: activators; also: potency is read from the fitted curve at half-maximal effect; nearly all actives have a fitted effect of over 55% in size
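Yeast growth medium received pinned compounds, then yeast cells expressing toxic A-beta were added; plates incubated at 30 C for 48 hr. Growth read as absorbance at 600 nm, normalized to DMSO and equimolar FeCl3 plus clioquinol controls.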
* = called active by the depositor; ? = inconclusive; · = not tested or not shown; & = joins results of further samples. Unless noted, calls follow the shape of the dose curve; as a rule, active = well fitted curve in the direction sought with a large enough effect; inconclusive = small, poorly fitted or top-dose-only effect, or another doubt; inactive = no such curve, though single readings can be large; an effect the other way counts as inactive or inconclusive.

SMILES	EPAC1 agonist	IL-2 act	FUS yeast rescue	WRN inhibitor	EPAC1 antagonist	PI5P4K alpha inh	PLK1 PBD block	Abeta rescue
CCN(CC)C(=O)[C@H]1CC(CC(=O)NCCN2CCOCC2)C(=O)N2CCc3c([nH]c4ccc(OC)cc34)[C@]12C (some centres undefined)	-8%	0.4	-1%	-2%	-8%	1	-4%	1%
CCO/C([O-])=N/c1c[n+](N2CCOCC2)no1	-15%&-16%	0.2&-0.1	-38%&-17%	4%&0%	4%&0%	3&-1	-3%&-7%	-12%&-19%
CC(C)c1ccc(OCC(=O)N2CCc3ccccc3C2)cc1	-11%	-2.9	36%	3%	9%	4	-3%	-7%
CCN(CC)c1ccc(/C=N/NC(=O)c2ccccn2)cc1	-12%	-1.0	15%	6%	9%	-5	3%	5%
O=C(CNC(=O)c1cccs1)N/N=C/c1ccc(Cl)cc1	-7%	0.8	1%	1%	-8%	-10	4%	-8%
Cc1nc2ccc(NC(=O)c3cc(S(=O)(=O)N4CCOCC4)ccc3C)cc2s1	1%	-0.8	18%	-14%	-9%	-10	-7%	15%
C#CCOCCOCCOCCNc1nc(N2CCN(C(=O)[C@H](Cc3cc4ccccc4[nH]3)n3cc(C(N)CC(C)C)nn3)CC2)nc(N2CCN(C(=O)[C@H](CCC(=O)O)n3cc(C(N)[C@H](C)CC)nn3)CC2)n1 (some centres undefined)	-13%	0.6	27%	6%	-8%	3	-14%	-14%
NNc1ncnc2c1cnn2-c1ccccc1	-12%	1.5	35%	-9%	-9%	-22	-5%	-9%
c1ccc(COc2ccc(CNn3cnnc3)cc2)cc1	3%	-2.0	-2%	6%	3%	·	0%	6%
COc1cc(/C=C(/C#N)c2nc3ccccc3[nH]2)ccc1OCC(=O)Nc1ccccc1C(C)C	-2%	-4.2	-3%	0%	1%	-14	-5%	-12%
Cc1ccc(NC(=O)CCNS(=O)(=O)c2ccc3c(c2)CCC(=O)N3)cc1F	-12%	-0.5	-23%	-2%	-3%	4	-12%	-4%
O=[N+]([O-])c1ccccc1S(=O)(=O)N1CCN(c2ccc(F)cc2)CC1	7%	-2.9	-6%	-6%	-20%	5	4%	5%
COCCCn1cc(CN2CC(N3CCCC3)CS2(=O)=O)nn1 (centres undefined)	11%	-0.3	-9%	3%	1%	-2	-9%	-5%
NC(=O)C1CCN(C(=O)CSc2nc(O)cc(=O)[nH]2)CC1	7%	-0.3	13%	6%	-1%	-4	-13%	-10%
O=C(C1CC(=O)N(c2ccc(F)cc2)C1)N1CCC(c2nc3ccccc3[nH]2)CC1 (centres undefined)	-2%	-5.4	14%	-2%	7%	-9	-12%	4%
Cc1ccc(S(=O)(=O)N/N=C/c2ccc3nccnc3c2)cc1	3%	-0.9	9%	4%	-22%	-1	?	24%
COc1ccccc1NC(=O)NC1CCS(=O)(=O)C1 (centres undefined)	3%	1.6	7%	-36%	-13%	-15	0%	-4%
Cc1ccc(NC(=O)Cn2c(=O)oc3cc(S(=O)(=O)N4CCC(C)CC4)ccc32)cc1C	-11%	-4.8	1%	-1%	-17%	-6	-7%	-5%
O=C(COc1ccccc1Cl)NC1CC1	6%	-0.8	-24%	8%	7%	3	-4%	5%
Cc1ccc(S(=O)(=O)NCCC(=O)OC(C)C(=O)NC2CC2)cc1 (centres undefined)	1%	-2.1	8%	-3%	15%	0	-8%	-9%
C=CCn1c(NS(=O)(=O)c2ccccc2)c(S(=O)(=O)c2ccc(C)cc2)c2nc3ccccc3nc21	4%	-1.2	·	-14%	?	7	?	3%
COC(=O)c1cc2ccccc2c([N+](=O)[O-])c1O	3%	-0.1	2%	?	-14%	-5	-8%	-29%
O=C(c1ccco1)N1CCN(C(=O)c2snc3ccc(Cl)cc23)CC1	-1%	1.6	-4%	10%	20%	-11	?	-10%
N#CC1=C(N)Oc2cc(O)ccc2C1c1cccs1 (centres undefined)	-1%	0.8	-7%	-5%	4%	-19	0%	17%
COc1ccc(CCNC(=O)C2CCN(C(=O)c3ccc(Cl)cc3)CC2)cc1OC	0%	0.8	3%	3%	16%	-5	4%	17%

The closing 2 entries of the part above open the next one.
SMILES	EPAC1 agonist	IL-2 act	FUS yeast rescue	WRN inhibitor	EPAC1 antagonist	PI5P4K alpha inh	PLK1 PBD block	Abeta rescue
N#CC1=C(N)Oc2cc(O)ccc2C1c1cccs1 (centres undefined)	-1%	0.8	-7%	-5%	4%	-19	0%	17%
COc1ccc(CCNC(=O)C2CCN(C(=O)c3ccc(Cl)cc3)CC2)cc1OC	0%	0.8	3%	3%	16%	-5	4%	17%
Cc1ccc(N2C(=O)C(Cl)=C(N3CCOCC3)C2=O)cc1Cl	16%	-0.2	·	-31%	-17%	4	-30%	9%
CC(=O)NS(=O)(=O)c1ccc(N=c2ssc3c2-c2cc(C)c(C)cc2NC3(C)C)cc1	0%	-4.0	19%	-13%	-16%	-14	?	-5%
CCC(=O)Nc1ccc(C(=O)NNC(=O)C2CCCCC2)cc1	-14%	-2.7	-8%	1%	-26%	1	-7%	-12%
COc1ccc(CC(=O)NNS(=O)(=O)c2ccccc2)cc1OC	5%	0.5	-14%	7%	7%	-1	-7%	0%
CCCN1CCCc2ccccc21	-2%	-0.7	26%	3%	21%	·	-2%	-8%
CC(=O)Nc1nc(-c2ccc(Cl)cc2)nc(C)c1C(C)=O	-7%	-0.8	2%	-12%	5%	2	-16%	18%
COc1cc(OC)cc(C(=O)N[C@H](C(=O)OCC(=O)N2CCc3ccccc32)C(C)C)c1	5%	-0.6	16%	-4%	-12%	-1	2%	12%
Cc1cccc(NC(=S)NCCN(C2CCCCC2)C2CCCC2)c1	-12%	-0.7	12%	-3%	1%	5	-6%	8%
COc1cc(Cl)c(C)cc1NC(=O)CSc1nnc(-c2ccccn2)n1Cc1ccco1	25%	-0.2	32%	-9%	-5%	·	-9%	-6%
Cc1ccc(-c2cc(C(=O)Nc3ccncc3)c3ccccc3n2)cc1	?	-0.7	-1%	-4%	-9%	-3	-1%	0%
Cc1ccc(NC(=O)CN(C)Cc2cc(=O)n3ccsc3n2)cc1	8%	-0.3	12%	-24%	-14%	1	-16%	-22%
CCOC=C1C(=O)N(C(C)=O)c2cc(OC)c(OC)cc21	8%	0.6	43%	-9%	-11%	-2	-21%	18%
O=C(c1ccc(NC(=O)C(c2ccccc2)c2ccccc2)cc1)c1ccc(C(=O)O)c(C(=O)O)c1	2%	1.7	15%	?	-9%	0	?	1%
Cc1ccc2c(c1)Oc1ccc([N+](=O)[O-])cc1C(=O)N2	3%	1.9	25%	9%	-12%	0	-14%	10%
Cc1ccc2cc(NC(=O)C3(C)CCN(C)C3)ccc2n1 (centres undefined)	-5%	-0.5	-16%	2%	-4%	-1	-13%	-2%
CC(=O)c1ccc(OC2(C)CCN(Cc3cccn3-c3nccs3)C2)cc1 (centres undefined)	-8%	-0.4	-8%	-2%	-11%	-3	2%	-9%
CN(C)c1ccc(CNc2ccc3c(c2)ncn3C(C)(C)C)cc1	-5%	-2.1	23%	-8%	-18%	-3	-14%	9%
CCCCOC(=O)c1cc(C)nc2ccc(Br)cc12	6%	-0.5	3%	-1%	-1%	·	1%	0%
CCOc1ccc(C2C(C(=O)OC)=CN(C(C)c3ccccc3)C=C2C(=O)OC)cc1 (centres undefined)	5%	-0.7	-22%	-7%	-4%	8	-6%	1%
C[C@H](CO)N1C[C@H](C)[C@@H](CN(C)Cc2ccc3c(c2)OCCO3)OCc2cnnn2CCCC1=O	2%	-1.5	-5%	0%	12%	-2	-3%	-6%
O=C(CSc1nnc(-c2ccc(C(F)(F)F)cn2)o1)Nc1cccc(Cl)c1	4%	1.9	13%	2%	-11%	-1	-7%	-11%
Cc1ccc(S(=O)(=O)CCC(=O)N2CCN(c3ccc(Cl)cc3)CC2)cc1	-3%	-0.2	32%	-3%	10%	·	-12%	-3%
O=C(COc1ccc(Cl)cc1)NNC(=O)c1ccncc1	-1%	-0.4	-35%	-5%	13%	4	-10%	-6%
O=C(Nc1cc(S(=O)(=O)N2CCOCC2)ccc1N1CCOCC1)c1cnccn1	4%	-0.1	·	-31%	-15%	6	-5%	-10%
C=CCn1c(Cc2ccc(OC)cc2)nnc1SCC(=O)NCCc1ccccc1	3%	-1.2	14%	2%	5%	·	-8%	-7%

Five records drawn at random from those above, as already listed:
SMILES	EPAC1 agonist	IL-2 act	FUS yeast rescue	WRN inhibitor	EPAC1 antagonist	PI5P4K alpha inh	PLK1 PBD block	Abeta rescue
CC(=O)Nc1nc(-c2ccc(Cl)cc2)nc(C)c1C(C)=O	-7%	-0.8	2%	-12%	5%	2	-16%	18%
CCOC=C1C(=O)N(C(C)=O)c2cc(OC)c(OC)cc21	8%	0.6	43%	-9%	-11%	-2	-21%	18%
Cc1cccc(NC(=S)NCCN(C2CCCCC2)C2CCCC2)c1	-12%	-0.7	12%	-3%	1%	5	-6%	8%
COc1cc(OC)cc(C(=O)N[C@H](C(=O)OCC(=O)N2CCc3ccccc32)C(C)C)c1	5%	-0.6	16%	-4%	-12%	-1	2%	12%
O=C(COc1ccc(Cl)cc1)NNC(=O)c1ccncc1	-1%	-0.4	-35%	-5%	13%	4	-10%	-6%

Further compounds follow:
SMILES	EPAC1 agonist	IL-2 act	FUS yeast rescue	WRN inhibitor	EPAC1 antagonist	PI5P4K alpha inh	PLK1 PBD block	Abeta rescue
CN(CCNC(=O)c1cccc(N2CCCC2=O)c1)Cc1ccccc1	17%	3.1	6%	3%	-14%	3	-24%	-1%
C[C@H](CO)N1C[C@H](C)[C@@H](CN(C)C(=O)Nc2ccc(F)cc2)OCc2cnnn2CCCC1=O	9%	3.6	-26%	-7%	7%	-3	-24%	-2%
CCOCC(=O)Nc1cc(Cl)ccc1C	-6%	-3.3	-27%	10%	0%	-3	-3%	0%
Cn1cccc1/C=N\NC(=O)C1COc2ccc(C(C)(C)C)cc2O1 (centres undefined)	0%	-0.9	-7%	-11%	-13%	14	2%	2%
O=C(NCc1ccccc1)c1ccccc1-c1nc2ccccc2[nH]1	-7%	0.5	-4%	11%	3%	-5	3%	-7%
CC(=O)Nc1cccc(NC(=O)CCc2ccccc2)c1	-5%	-4.5	·	-20%	-20%	1	-14%	-6%
